Assay outcomes: PubChem, National Center for Advancing Translational Sciences (NCATS)
rTrxR1 inhibitor: qHTS Assay for Inhibitors of Mammalian Selenoprotein Thioredoxin Reductase 1 (TrxR1): qHTS; Thioredoxin reductase 1, cytoplasmic (Rattus norvegicus), O89049; recombinant rTrxR1, NADPH fluorescence consumption, selenite substrate; Potency, µM (series often up to 114 µM), for inactives: top-dose activity change, negative = inhibition, most hits filed as inhibitors; 390,000 compounds, 1% hits; note: % is set by controls: 0 for no effect and ±100 for the full control effect; nearly all actives have a fitted effect of over 65% in size
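Rat TrxR1 (90 nM in the dispensed reagent) was pre-reduced with 400 uM NADPH for 5 min at room temperature, then incubated with compound for 15 min. After 400 uM selenite was added, NADPH fluorescence (Ex 340/Em 450 nm) was followed for 8 min.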
TrxR1 substrate: qHTS Assay for Substrates of Mammalian Selenoprotein Thioredoxin Reductase 1 (TrxR1): qHTS. purified TrxR1 substrate turnover, NADPH consumption readout. Potency, µM (doses to about 114 µM), for inactives: top-dose activity change, negative = substrate turnover. 390,000 compounds, 0.01% hits. AID 588456, 2011; note: % is set by controls: 0 for no effect and ±100 for the full control effect; nearly all actives have a fitted effect of over 50% in size
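Rat TrxR1, dispensed at 90 nM, was prereduced with 400 uM NADPH (final) for 5 min at ~22 deg C, then incubated with compound 15 min before 400 uM selenite. A first-read NADPH fluorescence drop versus no-compound background flagged substrates.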
Vif-A3F inh: qHTS for Inhibitors of Vif-A3F Interactions: qHTS. Potency, µM (series often up to 46.1 µM), inactives show top-dose activity, negative = active. HeLa A3F-eYFP + Vif (tagged APOBEC3F with the HIV-1 protein that degrades it), YFP fluorescence increase. AID 602313, 2012. 390,000 compounds, 0.2% hits; note: % of control where 0% means no effect; nearly all actives have a fitted effect of over 65% in size
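Fluorescence increase (Ex 488/Em 500-530) after overnight compound treatment at 37 deg C flags inhibition of Vif-driven A3F-eYFP loss in stable HeLa A3F-eYFP/Vif cells seeded overnight beforehand.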
ALOX12 inh: Primary qHTS assay for inhibitors of human arachidonate 12S-lipoxygenase (ALOX12): Round 2. Potency, µM (series often up to 108 µM), without a hit: at the highest dose activity change, negative = inhibition, usual class: inhibitors. 580,000 compounds, 1.1% hits. purified 12hLO, xylenol orange hydroperoxide absorbance. AID 1671190, 2021. Polyunsaturated fatty acid lipoxygenase ALOX12 (Homo sapiens), P18054; note: % is set by controls: 0 for no effect and ±100 for the full control effect
Target sequence (P18054 whole entry, looked up): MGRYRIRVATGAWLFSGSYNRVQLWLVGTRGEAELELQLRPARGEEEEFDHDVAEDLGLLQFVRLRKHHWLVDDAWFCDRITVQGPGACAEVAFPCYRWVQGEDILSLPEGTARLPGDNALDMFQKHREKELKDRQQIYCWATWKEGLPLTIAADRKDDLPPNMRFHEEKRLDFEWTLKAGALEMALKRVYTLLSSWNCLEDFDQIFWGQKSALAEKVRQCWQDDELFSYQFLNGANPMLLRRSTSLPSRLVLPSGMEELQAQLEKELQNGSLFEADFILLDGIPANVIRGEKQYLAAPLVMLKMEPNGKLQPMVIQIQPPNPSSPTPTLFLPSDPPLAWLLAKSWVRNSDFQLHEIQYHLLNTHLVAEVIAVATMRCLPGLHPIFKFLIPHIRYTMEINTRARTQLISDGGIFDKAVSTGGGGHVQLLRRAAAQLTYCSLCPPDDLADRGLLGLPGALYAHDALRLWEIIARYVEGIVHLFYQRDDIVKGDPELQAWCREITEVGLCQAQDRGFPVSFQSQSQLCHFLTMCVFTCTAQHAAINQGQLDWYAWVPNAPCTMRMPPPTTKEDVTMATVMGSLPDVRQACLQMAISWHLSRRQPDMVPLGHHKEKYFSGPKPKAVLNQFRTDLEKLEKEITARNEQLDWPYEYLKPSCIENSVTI
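Hydroperoxide product was detected by ferrous iron/xylenol orange as the 573 to 405 nm absorbance ratio. Arachidonic acid at 40 uM (final) was turned over for 30 min at room temperature by 150 nM human 12hLO, pH 7.0 Hepes buffer, after 15 min compound preincubation.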
RGS4 inh: Inhibitors of Regulator of G Protein Signaling (RGS) 4: qHTS | Transcreener GDP fluorescence polarization, RGS4-accelerated GTP hydrolysis | Potency, µM (titrated, usually from 114 µM), without a hit: at the top dose activity change, negative = inhibition, hits mostly inhibitors | 390,000 compounds, 0.039% hits | AID 504845, 2011; note: % is set by controls: 0 for no effect and ±100 for the full control effect; nearly all actives have a fitted effect of over 75% in size; some results filed as inactive show a strong effect at the top dose
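MLSMR compounds (23 nl, pin-transferred) preincubated 10 min at room temperature with a 500nM (2x) first reagent, then RGS4 at 900nM (2x) plus Transcreener GDP mix added; fluorescence polarization (620/688 nm) read before and after 90 min at 30 °C.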
Vif-APOBEC3G blk: qHTS for Inhibitors of Vif-A3G Interactions: qHTS; DNA dC->dU-editing enzyme APOBEC-3G (Homo sapiens), Q9HC16; HeLa A3G-eYFP + Vif (tagged APOBEC3G with the HIV-1 protein that degrades it), YFP fluorescence, overnight; Potency, µM (top dose mostly 46.1 µM), inactives show top-dose activity, negative = active, hits mostly inhibitors; 410,000 compounds, 0.076% hits;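 note: % is set by controls: 0 for no effect and ±100 for the full control effect; nearly all actives have a fitted effect of over 60% in size; hits raise eYFP signal because A3G escapes Vif-driven loss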
Target sequence (Q9HC16 whole entry, looked up): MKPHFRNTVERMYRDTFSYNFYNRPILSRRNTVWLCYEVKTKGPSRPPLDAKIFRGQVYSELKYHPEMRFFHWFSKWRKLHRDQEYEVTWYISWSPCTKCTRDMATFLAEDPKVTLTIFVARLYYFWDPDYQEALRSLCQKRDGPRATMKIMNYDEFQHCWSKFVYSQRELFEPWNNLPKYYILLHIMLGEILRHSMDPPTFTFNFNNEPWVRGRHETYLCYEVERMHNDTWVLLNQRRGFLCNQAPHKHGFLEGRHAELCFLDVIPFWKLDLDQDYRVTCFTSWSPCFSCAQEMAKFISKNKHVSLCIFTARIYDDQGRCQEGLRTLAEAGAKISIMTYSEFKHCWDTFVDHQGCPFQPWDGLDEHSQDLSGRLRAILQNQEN
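HeLa cells stably expressing Vif and C-terminally eYFP-tagged A3G, seeded overnight at 37 deg C, then exposed to compound by pintool overnight at 37 deg C. Rise in yellow fluorescence (Ex 488/Em 500-530, Acumen) marks blocked Vif-driven A3G degradation.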
RXFP1 ag: qHTS Assay for Agonists of the Relaxin Receptor RXFP1; AID 2676, 2010; HEK293T-RXFP1 cAMP TR-FRET, 30 min; response scale: percent of porcine relaxin response, buffer zero; Potency, µM (doses to about 57.5 µM), for inactives: at the top dose activation, most hits filed as activators; 370,000 compounds, 0.3% hits; Relaxin receptor 1 (Homo sapiens), Q9HBX9; note: % is set by controls: 0 for no effect and ±100 for the full control effect; nearly all actives have a fitted effect of over 60% in size; many of its hits are not listed in these tables
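HEK293T cells stably expressing RXFP1 were pretreated with the PDE4 inhibitor Ro 20174, exposed to compounds for 30 min at 37C, lysed, and cAMP was read by TR-FRET. Data normalized to buffer (basal) and 29 nM porcine relaxin (100%).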
IDH1 R132H inh: qHTS for Inhibitors of mutant isocitrate dehydrogenase 1 (IDH1): qHTS | AID 602179, 2012 | Potency, µM (titrated, usually from 76.6 µM), inactives show at the highest dose activity change, negative = inhibition, actives largely listed as inhibitors | Isocitrate dehydrogenase [NADP] cytoplasmic (Homo sapiens), O75874 | IDH1-R132H enzyme, NADPH consumption, diaphorase/resazurin fluorescence | 390,000 compounds, 0.093% hits; note: % is set by controls: 0 for no effect and ±100 for the full control effect; nearly all actives have a fitted effect of over 65% in size
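IDH1-R132H (0.5 ug/mL) preincubated 30 min with compound, then NADPH (0.016 mM) and alpha-KG (2 mM) added; 80 min at RT, pH 7.5. Remaining NADPH coupled via diaphorase/resazurin to fluorescence (540/590 nm); concentration-response curves normalized to no-enzyme control.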
USP1 inh: Inhibitors of USP1/UAF1: Primary Screen. Ubiquitin carboxyl-terminal hydrolase 1 (Homo sapiens), O94782. recombinant USP1/UAF1, Ub-Rhodamine cleavage fluorescence. Potency, µM (top dose mostly 57.1 µM), for the others: top-dose activity change, negative = inhibition, usual class: inhibitors. 390,000 compounds, 0.23% hits; note: % is set by controls: 0 for no effect and ±100 for the full control effect; nearly all actives have a fitted effect of over 60% in size; inactives centre near -12
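Step one: compound is pinned into 1nM USP1/UAF1 in HEPES pH 7.8 buffer with TCEP. Step two: 15 min room-temperature incubation. Step three: Ub-Rho (150nM final) starts cleavage, tracked by fluorescence over six one-minute reads.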
Starred values were filed as active, the others as inactive; ? = inconclusive; . = no result given; & = joins results of further samples; [ ] = another dose, or the depositor's remark. Calls come from the whole dose curve; as a rule, active = well fitted curve in the direction sought with a large enough effect; inconclusive = small, poorly fitted or top-dose-only effect, or another doubt; inactive = no such curve, though single readings can be large; an effect the other way counts as inactive or inconclusive. Potency is the fitted concentration of half-maximal effect.

SMILES | rTrxR1 inhibitor | TrxR1 substrate | Vif-A3F inh | ALOX12 inh | RGS4 inh | Vif-APOBEC3G blk | RXFP1 ag | IDH1 R132H inh | USP1 inh
CCN(CC)C(=O)C1CCCN(c2ncnc3c2cnn3-c2ccc(Cl)cc2)C1 (stereo not given) | 7% | 3% | 4% | -2% | -6% | -10% | 0.1% | 4% | ?
COc1ccc(S(=O)(=O)c2c(O)c3ccc(C(=O)Nc4ccccc4F)cc3[nH]c2=O)cc1 | 14% | -5% | -17% | 44%[activator] | 10%[56.9 µM] | 2% | 0.6% | -10% | -11%
NC(=O)C1CCN(c2cc(N3CCOCC3)ccc2[N+](=O)[O-])CC1 | -4% | -18% | 4% | -27% | 20% | 1% | -1.2% | 4% | 2%
CNC(=O)c1[nH]cnc1C(=O)Nc1ccccc1 | 5% | 0% | 5% | 1% | 11% | 3% | 0.5% | 0% | -27%
CCCc1cc(=O)[nH]c(SCc2cc(C(=O)OC)c(C)o2)n1 | 1% | 2% | 3% | 3% | -25% | 0% | 0.2% | 7% | -18%
CCOC(=O)c1cc(NC(=O)COc2ccc([N+](=O)[O-])cc2)cc(C(=O)OCC)c1 | 60%[0.0914 µM] | 3% | -1% | 11% | -11% | -1% | 0.9% | 8% | -23%
C#CC(CO)N(CCN(Cc1ccccc1)C(C#C)CO)Cc1ccccc1 (stereo not given) | -22% | -3% | 4% | 1% | -17% | -7% | -0.4% | 10% | -21%
CCC(C(=O)O)n1nc(-c2ccccc2)c2cc(Cl)ccc21 (stereo not given) | -20%[57.1 µM] | 5% | 5% | -7% | -17% | -6% | 21% | -11% | -17%
COc1ccc(NC(=O)c2cc(=O)c3ccccc3o2)cc1Cl | 18%[57.1 µM] | 8%[57.1 µM] | -3% | -8%&0% | -15% | -5% | 1.7% | 4% | -7%
COCCNc1nc2ccccc2nc1NS(=O)(=O)c1ccc(C)cc1C | 1% | 49%[activator] | -10% | ? | 1% | 6% | 8.0% | 1% | -10%
COc1ccc(Cc2c(C)nn(-c3nc(C)c(C(=O)Nc4cccc(C(C)=O)c4)s3)c2C)cc1 | 15% | 0% | -6% | -11% | 33% | 0% | 0.3% | -9% | ?
CNC(=O)c1ccc(NC(=O)C2CCN(c3ncnc4sc(C)c(C)c34)CC2)cc1 | 5% | 3% | -6% | 14% | 14% | -1% | ? | 4% | -3%
CC(NC(=O)c1c(Cl)cnn1C)C1CCCO1 (stereo not given) | 7% | -1% | -25% | -8% | 29% | 0% | 0.7% | 20% | -8%
O=C1NCCN1c1ccccc1 | 10%[57.1 µM] | 9%[57.1 µM] | -2% | -4% | 5% | 6% | . | 11% | -19%
Cc1cc(C(=O)O)cc(S(=O)(=O)N2CCOCC2)c1C | 14%[57.1 µM] | 12%[57.1 µM] | -5% | 7% | -6% | 0% | 0.4% | -3% | -22%
O=C(NCc1ccccc1Cl)C1CCCN(S(=O)(=O)c2cnc[nH]2)C1 (stereo not given) | 7% | 1% | 0% | -3% | -9% | 2% | 1.8% | -2% | ?
Cc1ccc(NC(=O)CN2C(=O)CSC2=O)cc1 | -10% | -12% | . | -30% | -8% | 0% | 1.1% | 2% | -4%
Cc1cc(C(F)(F)F)nc(SCCN2CCOCC2)c1C#N | -2%[57.1 µM] | 5%[57.1 µM] | ? | -2% | 1% | -7% | 0.0% | -3% | -12%
CSc1ccccc1OCc1cc(C(=O)NCCN2CCCc3ccccc32)no1 | -2% | -5% | ? | -11% | 23% | ? | 0.1% | -7% | ?
O=C(Nc1c(C(=O)N2CCCCC2)cnn1-c1ccccc1)c1ccccc1 | 4% | 4% | -1% | -1% | -5% | -6% | -0.5% | 5% | -29%
Cn1c(=O)c(C(=O)NCCCc2ccccc2)c(O)c2ccccc21 | 19% | 6% | -11% | ? | 21% | 0% | 5.9% | 4% | -8%
CN(Cc1ccccc1)C(=O)CSc1nc2cc(C(=O)N3CCC(C(N)=O)CC3)ccc2c(=O)n1-c1ccccc1 | -19% | -17% | 13% | . | 13% | -2% | 0.0% | -22% | -6%
COc1ccc2c(c1)C(SCC(=O)NCCc1ccccc1)CC(C)(C)O2 (stereo not given) | 4% | -12% | -5% | 15%[57.4 µM] | 14% | -5% | -0.3% | -1% | -7%
CC(CCc1ccccc1)NC(=O)CCc1cn(C)c2ccccc12 (stereo not given) | 6% | -6% | 0% | 2% | -24%[56.9 µM] | -1% | 1.7% | 0% | -10%
COc1cc(OC)cc(C(=O)NCCN2CCOCC2)c1 | 3% | -4% | -11% | ? | -5% | 1% | 1.4% | 2% | 6%
Cc1cccc(-n2ccnc2SCC(=O)Nc2cccc(S(=O)(=O)NC3=NCCC3)c2)c1C | 4% | -1% | -21% | -4% | 7% | 0% | 2.4% | 1% | -4%
COc1cccc(NC(=O)C(Sc2nnc(Nc3ccccc3C)s2)c2ccccc2)c1 (stereo not given) | -21% | -17% | 3% | -11% | -22% | -1% | -0.6% | -1% | -4%
NC1=CC(=O)C(=O)c2ccccc21 | -1% | -13% | 4% | -23% | -28% | -9% | . | 14% | 16µM*
O=C(N/N=C/c1cccn1-c1ccccc1)c1ccncc1 | 33%[57.1 µM] | 19% | -12% | 190%[activator] | -6% | -1% | 0.3% | 13% | -9%
Cc1cc(S(=O)(=O)N2CCCCC2)ccc1OCC(=O)N1CCOCC1 | -12% | -12% | 5% | -18% | 18% | -3% | -0.8% | 4% | -4%
CCOc1ccc(NC(=O)CSc2nnc(C)n2C2CC2)cc1S(=O)(=O)N1CCCC1 | 2% | -2% | 1% | 8% | 14% | -1% | -1.2% | 6% | -24%
COCCCNC(NC(=O)c1ccc(Br)cc1)C(Cl)(Cl)Cl (stereo not given) | 18% | 6% | -7% | 28% | 10% | 2% | -2.0% | -4% | -10%
COc1ccc(OCC(=O)NNC(=O)C2CCCO2)cc1 (stereo not given) | -6%[57.1 µM] | 0%[57.1 µM] | -11% | -9% | -2% | 0% | -0.6% | 6% | 4%
O=C(NCCN1CCOCC1)c1ccc(/C=C2\Sc3ccccc3N(Cc3ccccc3F)C2=O)cc1 | 2% | -3% | 6% | ? | -23% | -1% | 4.2% | 2% | -5%
Cc1ccc(S(=O)(=O)N2CCOC2CNC(=O)C(=O)NCc2ccco2)cc1 (stereo not given) | -6%[57.1 µM] | 9%[57.1 µM] | -5% | 13% | 0% | -1% | 0.4% | 2% | -5%
Cc1cccc(C(=O)NNC(=O)c2cccc(C)c2)c1 | -26% | -9% | -25% | 16% | -10% | -4% | -0.3% | 6% | -11%

Given with values under each structure: part of the list above
Each structure is followed by: rTrxR1 inhibitor	TrxR1 substrate	Vif-A3F inh	ALOX12 inh	RGS4 inh	Vif-APOBEC3G blk	RXFP1 ag	IDH1 R132H inh	USP1 inh
> O=C(NCCN1CCOCC1)c1ccc(/C=C2\Sc3ccccc3N(Cc3ccccc3F)C2=O)cc1
 : 2%	-3%	6%	?	-23%	-1%	4.2%	2%	-5%
> COCCCNC(NC(=O)c1ccc(Br)cc1)C(Cl)(Cl)Cl (stereo not given)
 : 18%	6%	-7%	28%	10%	2%	-2.0%	-4%	-10%

New compounds follow:
SMILES | rTrxR1 inhibitor | TrxR1 substrate | Vif-A3F inh | ALOX12 inh | RGS4 inh | Vif-APOBEC3G blk | RXFP1 ag | IDH1 R132H inh | USP1 inh
CCCCC(=O)NC(=S)Nc1cccc(C(=O)O)c1 | -3% | -3% | 2% | -9% | 6% | 1% | 1.1% | -12% | -25%
O=C(CCC1N=C2c3ccccc3N=C(SCc3ccccc3Cl)N2C1=O)N1CCN(c2ccccc2)CC1 (stereo not given) | 3% | -4% | 3% | -11% | 3% | -3% | 5.9% | -13% | -10%
COC(=O)COc1ccc(NC(=O)c2ccco2)cc1 | 26% | 7% | 3% | -2% | -5% | 1% | 0.0% | -2% | -13%
O=C(Nc1cc2c(oc1=O)CCCC2=O)c1cccc(Cl)c1 | -10%[57.1 µM] | 3%[57.1 µM] | 7% | ? | 35% | 0% | 1.7% | -1% | -9%
C[C@H](NC(=O)c1nc[nH]c1C(=O)N[C@@H](C)C(=O)OC(C)(C)C)C(=O)OC(C)(C)C | 11%[57.1 µM] | -6%[57.1 µM] | 7% | 6% | 7% | 0% | 0.0% | 0% | -3%
Cc1ccc(C(=O)N2C(CC(=O)Nc3ccc(Cl)cc3)C(=O)NC3CCCCC32)cc1 (stereo not given) | 12% | 0% | 2% | -20% | 1% | ? | -2.1% | 4% | -16%

The list is partial, so the mix of outcomes need not match the whole.
